# Source: PubChem BioAssay (several laboratories)
# MC4R barr agon: agonists of human melanocortin 4 receptor (MC4R) beta-arrestin. P32245. U2OS MC4R beta-arrestin complementation, luminescence; percent of melanotan II response, DMSO zero. AID 540308. activation, % at 8.9 µM. hit rate 0.98% among 360,000;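 active = activation above a per-plate cutoff, the mean activation of sample wells on that plate plus 3 SD, cut at about 8% in these data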
# N-glyco inh: blocks N-linked glycosylation in D54 reporter cells. D54 ERlucT glycosylation luciferase reporter, 24 h; percent of 100 nM tunicamycin response. reporter increase, % at 12.5 µM. hit rate 0.23% among 360,000;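 active = mean luciferase reporter signal, scaled so untreated is 0 and the glycosylation-blocking control 100, at or above a set limit in every replicate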;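 also: luciferase carries N-glycosylation sites so blocking glycosylation raises the light; 0% = median of neutral control wells and 100% = median of 100 nM tunicamycin wells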
# MC4R antag cAMP: blocks human MC4R cAMP signaling. inhibition, % at 6.5 µM. hit rate 0.48% among 360,000. MC4R-expressing cells, MTII-stimulated cAMP, LANCE TR-FRET. P32245;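 active = inhibition above its plate's cutoff, the mean of tested wells on that plate plus 3 SD, cut at about 29% in these data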;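 also: 0% = Melanotan II alone and 100% = Melanotan II plus saturating MCL0020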
#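 Assay system: U2OS cells stably expressing human melanocortin 4 receptor (MC4R) / Dosing: 6.5 µM / Timing: compound 30 min, challenge 1 h, detection 1 h / Measured by: Eu-cAMP/anti-cAMP TR-FRET, emission 671 nm / Replicates: singlicate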
# Granule exo inh: lytic granule exocytosis inhibition | AID 651702 | TALL-104 LAMP-1 surface exposure, flow cytometry; cells stimulated with thapsigargin and PMA | inhibition, % at 10 µM | hit rate 0.66% among 360,000;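 active = inhibition above about 55%, limit read from the data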
# aDG glyco up: increases alpha dystroglycan glycosylation. Pro5-aDG cells, alpha-DG glycosylation AlphaScreen (IIH6); 0% Pro5, 100% B10-LARGE cell signal. activation, % at 10 µM. hit rate 0.22% among 360,000. AID 624168;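 active = activation of at least 8% versus controls, or a plate z-score of at least 8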;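 also: Pro5 are CHO cells carrying HIG-tagged alpha-DG that lacks glycosylation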
# ABCB6 inh 2: human ABCB6 transporter inhibition; Q9NP58; K562-ABCB6 porphyrin accumulation, flow cytometry, 1 h; active compounds read low; fluorescence ratio to DMSO, % at 10 µM; hit rate 0.19% among 360,000;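 active = fluorescence ratio to DMSO below 75%, the collection mean minus 3 SD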;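 also: signal is porphyrin accumulated inside mitochondria; 100% equals median channel fluorescence of DMSO control wells; lower ratio means ABCB6 inhibition with less porphyrin fluorescence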
# ABHD5 PLIN5 PPI: blocks binding of human ABHD5 to perilipin-5. AID 602281. Split G. princeps luciferase complementation, luminescence, 4 h. inhibition, % at 4 µM. hit rate 0.78% among 360,000;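 active = inhibition above the mean inhibition across every tested compound plus 3 SD, cut at about 22% in these data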;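 also: 0% = DMSO only wells and the 100% control is not disclosed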
# Vif inh: HIV Vif inhibition. HEK293T cells, Vif self-association by quenched fluorescence, imaging, 24 h. inhibition, % at 7.49 µM. hit rate 0.35% among 340,000. AID 602346; in the data active = inhibition above about 50%, passing the limit was not always enough; also: some results filed as inactive read as strong as hits
# TLR9-MyD88 block: TLR9-MyD88 interaction inhibition. CHO BLA complementation TLR9-MyD88, CCF4 FRET ratio. inhibition, % at 4.98 µM. hit rate 0.21% among 340,000. AID 504734;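 active = inhibition above the mean over all tested compounds plus 3 SD, cut at about 21% in these data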;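 also: 0% = DMSO only wells and 100% = clavulanate BLA inhibitor control wells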
# NOD2-RIPK2 inh: NOD2-RIPK2 protein interaction inhibition; O43353; inhibition, % at 4.98 µM; CHO BLA complementation NOD2-RIPK2, CCF4 ratio; hit rate 0.38% among 360,000; in the data active = inhibition above about 21%;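 also: 0% = vehicle only and 100% = reference blocker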
# Starred values were filed as active, the others as inactive; / = no result given. Only part of the results is shown; rates above refer to the full screens.
SMILES,MC4R barr agon,N-glyco inh,MC4R antag cAMP,Granule exo inh,aDG glyco up,ABCB6 inh 2,ABHD5 PLIN5 PPI,Vif inh,TLR9-MyD88 block,NOD2-RIPK2 inh
Cc1ccc(/C=N/NC(=O)Cn2cnc3ccccc32)o1,0.5,2,1,-1,0.0,91,8,4,-11,-14
Cc1cccc(OCCCC(=O)Nc2ccc(Br)cc2)c1,0.9,-1,-1,1,-0.2,86,-5,6,-4,-3
Cn1c(=O)cc(OCCCC(=O)NCc2cccnc2)c2ccccc21,-1.4,10,10,-13,0.3,101,-1,15,4,-10
COc1cccc(CN2CC(C(=O)N3CCCC3)CCC2=O)c1 (stereo unspecified),-2.8,0,0,2,-0.4,101,-3,7,-11,-18
CC1(C2CC2)NC(=O)N(CC(=O)Nc2ccc(OC(F)F)cc2)C1=O (stereo unspecified),-0.4,1,2,-5,-0.1,103,-4,27,5,-10
CCOC(=O)N1CCc2c(sc3c2c(=O)n(Cc2ccccc2)c(=O)n3Cc2ccccc2F)C1,-1.4,-9,11,0,0.3,99,3,10,9,-2
CC(=O)OCC1OC(OC2C[C@]3(C)C(CC(O)C4C([C@](C)(CCC=C(C)C)OC5OC(CO)C(O)C(O)C5O)CC[C@]43C)[C@@]3(C)CCC(O)C(C)(C)C23)C(O[C@@H]2OC(C)C(O)C(O)C2O)C(O)C1O (stereo partly specified),0.6,3,10,0,0.2,100,10,-4,-9,0
COc1ccccc1S(=O)(=O)N(C)C[C@H]1OCc2cnnn2CCCC(=O)N([C@H](C)CO)C[C@@H]1C,-0.7,1,11,6,-0.1,103,3,/,3,-5
CCOc1ccc(NC(=O)CN(C)C(=O)c2ccc3nc(CC)c(CC)nc3c2)cc1OCC,0.2,0,8,2,0.2,101,8,-2,0,7
CN(C)C(=O)CCc1ccc2c3c([nH]c2c1)[C@]1(CCc2ccccc2)[C@@H](C(=O)N2CCCCC2)C[C@H](CC(=O)NC(C)(C)C)C(=O)N1CC3,-1.2,-1,8,6,0.0,96,-2,/,0,0
CC1CCCC(NC(=O)COC(=O)/C=C/c2ccc(F)cc2)C1C (stereo unspecified),0.9,-2,9,3,-0.3,100,-10,27,-3,-3
Cc1cc(C)c(C#N)c(N2CCN(S(=O)(=O)Cc3ccccc3)CC2)n1,-1.4,1,1,4,0.2,99,5,-8,-1,3

# 2 compounds from above with just aDG glyco up and Vif inh.
smiles	aDG glyco up	Vif inh
CC1CCCC(NC(=O)COC(=O)/C=C/c2ccc(F)cc2)C1C (stereo unspecified)	-0.3	27
Cc1cc(C)c(C#N)c(N2CCN(S(=O)(=O)Cc3ccccc3)CC2)n1	0.2	-8

# Other results:
SMILES,MC4R barr agon,N-glyco inh,MC4R antag cAMP,Granule exo inh,aDG glyco up,ABCB6 inh 2,ABHD5 PLIN5 PPI,Vif inh,TLR9-MyD88 block,NOD2-RIPK2 inh
CC1CCCC(NC(=O)Cn2cc(C(F)(F)F)cc(Cl)c2=O)C1C (stereo unspecified),-1.7,-1,5,-1,-0.2,88,1,-13,-3,1
Cc1ccc(C)c(NC(=S)N2CCC(NC(=O)c3cccc(F)c3)CC2)c1,-1.9,2,9,-1,0.0,93,-1,-1,15,6
COc1ccc(NC(=O)Cn2c(=O)n(-c3ccccc3)c(=O)c3oc4ccccc4c32)c(OC)c1,0.8,3,6,-6,-0.6,99,-5,-4,-3,-7
COc1ccc2[nH]c(O)c(N=O)c2c1,-2.1,3,-7,-4,-0.2,90,1,-15,10,-7
COCCN(C(=O)COC(=O)C(c1ccccc1)c1ccccc1)c1c(N)n(Cc2ccccc2)c(=O)[nH]c1=O,-2.3,-2,9,-2,0.1,100,-1,-11,7,2
CC(Sc1nc(-c2ccccc2)cc(C(F)(F)F)n1)C(=O)Nc1sc2c(c1C#N)CCC2 (stereo unspecified),-0.3,-4,-4,6,-0.2,94,-4,6,7,2
O=C(Cn1ncc2c3ccccc3n(Cc3ccccc3)c2c1=O)N1CCN(c2ncccn2)CC1,0.7,8,-1,1,-0.3,97,9,-4,0,-1
COc1ccccc1NS(=O)(=O)c1cccc(N2CC(O)=C(c3ccccc3)C2=N)c1,-1.7,1,17,-2,0.0,103,-5,6,-4,0
COc1ccc(C2C([N+](=O)[O-])=C(C)N(C)C(=O)N2C)cc1OC (stereo unspecified),-1.0,4,11,0,0.0,94,1,-11,3,-4
Cc1ccc(Nc2nnc(SCC(O)=C(C#N)c3nc4ccccc4[nH]3)s2)c(C)c1,-1.3,4,4,6,0.0,144,-12,-3,-7,1
CCOc1ccc(-n2c(N)c(-c3nc4ccccc4[nH]3)sc2=S)cc1,8.8*,2,2,-2,-0.1,97,-6,-5,15,9
CN(C)c1ccc(/C=C/c2nc3ccccc3c(=O)[nH]2)cc1,-1.0,-19,2,2,0.0,99,3,-3,5,16
CCc1cccc2c1NC(=O)C2(O)N1CCCC(C)C1 (stereo unspecified),-2.0,-1,-1,-3,0.1,101,-9,-3,7,4
COc1ccc2cc(C(=O)/C=C/c3cc(OC)c(OC)c(OC)c3)ccc2c1,1.3,1,4,-9,-0.3,101,-3,-4,-11,-1
Cc1ccc(NC(=O)CCNC(=O)c2ccccc2Cl)nc1,-2.8,1,4,2,-0.4,103,-7,-1,-5,-4
COc1ccc(C2c3c(noc3C)CC(C)(O)C2C(C)=O)cc1 (stereo unspecified),-1.1,0,8,0,-0.1,98,0,-12,8,-11
Cc1cc(-c2n[nH]c(=S)n2/N=C/c2ccc(C)o2)n[nH]1,-0.6,2,1,-7,0.0,101,-2,12,3,-10
COc1ccccc1NC(=O)CSc1nnc(C)n1Cc1ccccc1,-1.1,3,10,-2,0.0,96,-1,8,-8,-5
O=C(NCC1CCC(C(=O)O)CC1)OCc1ccccc1 (stereo unspecified),1.6,1,9,-1,0.0,105,-3,10,-13,10
Cc1ccc(OC(=S)Nc2ccccc2)c(C)c1,-1.8,4,-4,0,-0.4,93,-1,-1,-1,-3
COc1cccc(-c2cccc(-c3nc(C(=O)NCCCN4CCOCC4)cc4c3[C@H](CCO)N(S(=O)C(C)(C)C)C4)c2)c1 (stereo partly specified),/,-2,/,0,-0.4,90,5,/,/,-22
O=C(O)c1cccc(S(=O)(=O)N2CC=C(c3ccccc3)CC2)c1,-0.6,1,-4,4,0.1,101,4,-3,3,-6
Cc1nc(-c2nc(CC(=O)NNC(=O)c3ccc(Cl)cc3)cs2)cs1,1.6,1,7,0,0.2,93,2,2,-1,0
O=c1c2c(nc3cc(-c4ccc(Br)cc4)[nH]n13)CCCC2,6.4,-4,-4,3,-0.1,94,9,2,15,5
CC(=O)NC(c1ccccc1)c1nc(-c2cccc(C(=O)O)c2)cs1 (stereo unspecified),1.9,1,6,-1,-0.3,92,2,1,/,2
CCOC(=O)C1(Cc2ccccc2C(F)(F)F)CCN(CC2CC2)CC1,-1.9,-6,10,26,0.6,95,5,7,-16,2
Cc1cccc(N=Nc2c(O)[nH]c3ccc(Br)cc23)c1,-0.6,4,1,-4,-0.2,111,-5,0,-4,10
Cc1cc(C(=O)N2CCc3c([nH]c4ccccc34)C2c2c(F)cccc2Cl)no1 (stereo unspecified),-2.4,0,2,1,0.2,99,-6,-6,-5,4
CC(=O)Nc1ccc(S(=O)(=O)NCc2ccccn2)cc1,-1.2,1,3,18,-0.3,100,-9,-8,2,10
CC(=O)c1c(C)[nH]c(C(=O)COC(=O)CCOc2ccc(C)cc2)c1C,-1.3,-3,3,10,-0.1,98,-13,-1,-3,0
O=C(CCSc1ccccc1)Nc1ccc(S(=O)(=O)Nc2ncccn2)cc1,-2.2,-3,15,7,-0.1,102,-6,3,0,8
CNc1ccccc1C(=O)OCC(C)=O,0.5,0,15,-4,0.0,99,1,-3,-13,-5
COc1cc(C(=O)Nc2ccc(Cl)c([N+](=O)[O-])c2)cc(OC)c1OC,3.9,-1,3,0,-0.3,101,-2,-3,-9,-3
N#Cc1cccc(NC(=O)c2cncn2-c2ccccc2)c1,-0.6,-1,1,-4,-0.1,92,-2,16,-1,-12
COc1cccc(CNC(=O)CCC2CCCN(C(=O)c3cc(C)on3)C2)c1 (stereo unspecified),-1.8,2,7,1,0.1,104,-7,4,3,-9
COc1ccc(Cn2nnnc2C(c2cc3cc(C)ccc3[nH]c2=O)N2CCN(C)CC2)cc1 (stereo unspecified),-0.6,0,-1,2,0.3,100,-2,15,5,-27
Cc1nc2c(ccc3nc(NC(=O)C4CC4)sc32)s1,-0.9,-9,5,-3,-0.4,101,2,13,-10,-11
CN(CCCC(=O)NCc1ccco1)S(=O)(=O)c1ccccc1,0.2,0,2,-1,-0.2,97,2,/,-1,-3
CCOC(=O)C1CCC2(CC1)C(C#N)=C(N)Oc1n[nH]c(C)c12 (stereo unspecified),-1.9,2,10,-1,0.0,98,5,22,-1,-11
Cc1cc(C(=O)NC2CCCc3ccccc32)c(C)o1 (stereo unspecified),-0.7,0,7,-2,0.2,107,2,17,6,-1
Nc1ccccc1C(=O)Nc1ccc(Cl)cc1Cl,0.9,1,-2,2,-0.1,97,2,0,0,8
CCN1/C(=C2/SC(=S)NC2=O)Sc2ccccc21,-0.3,2,2,-1,0.1,109,2,/,-4,-3
CCC(=O)N1CCN(CCN=CC2=C(O)CC(c3cccs3)CC2=O)CC1 (stereo unspecified),-0.4,4,1,3,0.0,96,6,25,3,-16
Cc1c(C(=O)O)oc2ccc(S(=O)(=O)NC3CCCCCCC3)cc12,0.0,2,7,4,-0.2,97,0,1,-15,3
Cc1oc(-c2ccc(-c3ccccc3)cc2)nc1CN(C)C1CCOC1 (stereo unspecified),-2.4,-7,4,4,0.1,95,8,-5,-6,-16
COc1ccc(S(=O)(=O)N2CCCCC2)cc1-n1cnnn1,0.2,0,0,-1,0.0,97,2,23,4,-1
COc1cccc(/C=N/NC(=O)c2c(C)nc3ccc(Br)cn23)c1,-3.6,0,-10,7,-0.1,93,-3,-5,1,-3
CSc1ccccc1NC(=O)CN(C)C(=O)C1CC(=O)N(C(C)c2ccccc2)C1 (stereo unspecified),-1.4,1,4,-4,0.0,97,0,4,-8,-7
COc1ccc(C2=Nc3ccccc3NC(=O)C2N(Cc2ccccc2)C(=O)C2=NNC(=O)CC2)cc1 (stereo unspecified),/,2,/,-4,0.1,92,-4,/,/,-2
Cn1cc(-c2csc(C(C)(O)c3cccnc3)n2)cn1 (stereo unspecified),-1.6,2,-5,-5,0.0,90,5,4,/,-14
O=C1NC[C@@H](CCCCN2C[C@H](Cc3ccccc3)N(CCc3ccc(O)cc3)C(=O)C2=O)N(Cc2ccccc2)C1=O,/,/,/,-2,-0.3,96,8,/,/,0
O=C(Nc1ccccc1)N(C1=NCCCCS1)c1cccc2ccccc12,-0.7,1,1,-4,0.5,97,1,0,5,0
O=C(CSc1nc2ccccc2nc1SCC(=O)N1CCOCC1)N1CCOCC1,-1.8,-2,4,-3,-0.1,105,-1,5,-12,-1
COc1ccc(N2CCN(C(=O)C3CCC(Cn4c(=S)[nH]c5ccccc5c4=O)CC3)CC2)cc1 (stereo unspecified),-1.6,-10,2,-1,1.5,97,3,-7,-7,7
